Assay outcomes deposited in PubChem BioAssay by several laboratories.
MEKK3 PB1 HTS: modulators of MEKK3-MEK5 PB1 binding, primary screen, biochemical, wildtype MEKK3, multiplex bead flow cytometry, Alexa488-MEK5 | 1.4% of 290,000 active | binding response (% of control), % at 10 µM | bead-based flow cytometry, Alexa488-MEK5 binding to MEKK3; actives lie on both sides; 0 = blocked by unlabeled MEK5, 100 = vehicle | Mitogen-activated protein kinase kinase kinase 3 (Homo sapiens), Q99759;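 active = binding response more than 3 SD above or below the average of its plate-row segment, actives on both sides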;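 note: Alexa488 bead fluorescence after subtracting the streptavidin-only scavenger bead signal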
CRFBP-R2 block: antagonists of CRF-BP/CRF-R2 complex, primary screen, cell-based, HEK293, calcium dye fluorescence, uHTS; inhibition, % at 11.8 µM; 0.59% of 350,000 active; AID 588475, 2011; CRF-induced calcium fluorescence;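 active = inhibition of the ligand-induced calcium signal above about 50% at the single tested concentration, limit read from the data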
GalR3 antagonist: GalR3 antagonists in HEK293 cells, primary screen, cell-based, fluorescence readout. HEK293 GalR3-CNG cAMP membrane potential fluorescence; galR3 body fused to GalR1 C-terminus. inhibition, % at 3 µM. 0.44% of 360,000 active. AID 651719, 2012;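 active = inhibition above the screen-wide average plus 3 SD, cut at about 13% in these data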;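 note: forskolin and galanin both at EC90 stimulate the cells; cAMP rise reported by CNG channel membrane potential dye signal; 0% = forskolin plus galanin with DMSO and 100% = forskolin alone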
PHOSPHO1 block: PubChem AID 1565 | Phosphoethanolamine/phosphocholine phosphatase (Homo sapiens), Q8TCT1 | recombinant PHOSPHO1, absorbance phosphatase assay | inhibition, % at 13.3 µM | 1.1% of 290,000 active; in the data active = inhibition above about 60%
CRFBP-R2 agonist: agonists of CRF-BP/CRF-R2 complex, primary screen, cell-based, HEK293, calcium dye fluorescence, uHTS; CRF-binding protein / CRF receptor 2 complex (human); AID 588473, 2011; 0.46% of 350,000 active; calcium dye fluorescence (FLIPR); percent of saturating CRF peptide response; activation, % at 13.2 µM;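 active = activation of at least 50%, plus an integration ratio under a set limit after plate pattern correction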;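 note: plate controls were neutral control wells without compound for no effect and CRF at EC100 for full effect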
p-CIP stab down: p/CIP-EGFP fusion destabilizers, primary screen, fluorescence, F442A cells. 16 h. decrease of EGFP signal, % at 10 µM. 0.01% of 290,000 active;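 active = EGFP signal decrease of at least 30% at 10 µM or well 3 SD below plate mean, unless failing retest; inactive = the rest, including hits failing retest or dose response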; note: some compounds called inactive have numbers as strong as hits; many of its hits are not listed in these tables
IDE inh: human IDE inhibitors in live cells, primary screen, fluorescence polarization, HEK cells, FAbetaB substrate | FAbetaB cleavage | 0.41% of 320,000 active | AID 434962, 2010 | Insulin-degrading enzyme (Homo sapiens), P14735 | inhibition, % at 5.59 µM;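 active = percent inhibition above the average of all tested compounds plus 3 SD, set per screening campaign, cut at about 16% in these data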;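 note: IDE supplied by intact live HEK cells; FP after avidin binding of uncleaved biotin substrate so inhibition keeps polarization high; 0% = DMSO wells and 100% = 60 µM reference IDE inhibitor Ii1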
M4 PAM: human M4 muscarinic receptor positive allosteric modulators, primary screen, CHO-K1 cells, Fluo-8 calcium fluorescence. Muscarinic acetylcholine receptor M4 (Homo sapiens), P08173. CHO-K1 hM4/Gqi5, ACh EC20; 0% = ACh EC20, 100% = maximal ACh. activation, % at 3 µM. 0.4% of 360,000 active. AID 624126, 2012;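 active = activation above its plate's cutoff, the mean activation of sample wells plus 3 SD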; note: some results filed as inactive read as strong as hits
IDE act: human IDE activators in live cells, primary screen, fluorescence polarization, HEK cells, FAbeta-B substrate. Insulin-degrading enzyme (Homo sapiens), P14735. FAbeta-B cleavage; 0% vehicle, 100% cell-free pure enzyme wells. activation, % at 5.96 µM. 0.073% of 340,000 active;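 active = activation above the mean of all tested compounds plus 3 SD, set per screening campaign, cut at about 17% in these data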
* = called active by the depositor; . = not tested or not shown.

SMILES,MEKK3 PB1 HTS,CRFBP-R2 block,GalR3 antagonist,PHOSPHO1 block,CRFBP-R2 agonist,p-CIP stab down,IDE inh,M4 PAM,IDE act
O=c1cc(N2CCN(Cc3ccccc3)CC2)c(-c2ccccc2)n[nH]1,101,-32,-1,24,1.5,-11,1,5,3
CCc1ccc(OCC(=O)OC2CCS(=O)(=O)C2)cc1 (configuration not stated),94,-3,1,50,-0.4,-8,-2,3,4
O=C1CC(N2CCN(C/C=C/c3ccccc3)CC2)C(=O)N1Cc1ccc(N2CCCC2=O)cc1 (configuration not stated),103,-11,-5,18,-2.7,-6,4,-11,1
O=C(Nc1cccc(Cn2cccn2)c1)c1cc2c(s1)CCCC2,106,21,4,-4,0.7,-10,-1,4,8
S=c1[nH]nc(COc2ccccc2)n1/N=C/c1ccc(Br)cc1,106,-13,-9,-23,0.6,-12,1,6,2
O=C(/C=C/c1ccccn1)c1ccc(Br)cc1O,124,-11,-2,-14,4.5,-9,8,-2,3
CCOC(=O)N1CCN(Cc2nc(N)nc(Nc3ccc(C)cc3C)n2)CC1,97,-15,9,15,1.6,6,-8,1,6
CC1=NN(C(N)=S)C(=O)C1N=Nc1ccccc1[N+](=O)[O-] (configuration not stated),.,4,0,.,-0.6,.,.,5,.
Cc1occc1-c1nnc(SCC(=O)N(C)c2ccccc2)n1C,.,7,-4,.,-1.3,.,-4,-1,0
COc1ccc(-c2nnc(SCC(=O)Nc3sc4c(c3C#N)CCCC4)n2-c2ccccc2)cc1,111,28,-5,-2,1.4,-6,4,10,5
CCN(CC)CCOc1cccc(C(C)C)c1,109,-4,5,30,1.2,0,-6,-6,2
CC(=O)Nc1ccc(S(=O)(=O)N2CCNC(=O)CC2)cc1,104,-1,-2,-18,-0.2,-2,11,9,5
O=C(CNc1cccc2ccccc12)N/N=C/c1cccc(Oc2ccccc2)c1,105,-12,-5,5,-0.6,6,2,4,3
Cc1cccc(/N=C/c2nc(-c3ccccc3Br)oc2O)n1,97,-23,-4,-2,-1.0,-8,-2,-2,6
Cc1cc2cc(CNC(=O)c3ccc(S(=O)(=O)N4CCOCC4)cc3)ccc2n1C,93,-4,.,-10,-4.5,-12,3,-16,6
Cc1ccc(NC(=O)N2CCC(C(=O)NCc3ccc(F)cc3)CC2)cc1,101,-9,-6,6,2.5,-2,8,-1,-2
O=C(O)c1ccc(NC2=C(n3nnc4ccccc43)C(=O)c3ccccc3C2=O)cc1,100,-1,-4,42,-0.7,-3,8,3,10
O=C(O)COc1ccccc1/C=N/NC(=O)c1ccc2c(c1)OCCO2,102,23,-2,44,-0.7,0,0,1,3
Clc1ccc(C2CC(c3ccccc3)Nc3ncnn32)cc1 (configuration not stated),95,-44,-2,-14,21,-6,-3,1,2
CCOC(=O)Cc1cc(=O)[nH]c(Nc2nc3ccccc3o2)n1,101,6,-5,16,1.0,3,-4,6,-4
COCCN(CCOC)c1ncnc2c1cnn2-c1ccccc1,97,36,2,18,3.1,-1,3,-1,6
CC/C(=N\Nc1ccnc2cc(Cl)ccc12)c1ccc(O)cc1,96,4,-6,10,-1.2,0,7,-2,-7
COc1ccc(OC)c(NC(=O)COC(=O)CSc2ccc(Cl)cc2)c1,100,10,-11,1,-1.2,2,5,-1,-7
CC(C)CC(=O)Nc1c(C(=O)N2CCN(Cc3ccccc3)CC2)oc2ccccc12,100,3,-7,46,2.6,-9,1,-4,0
COc1cccc(NC(=O)Cn2c3ccc(OC)cc3c3nc4n(c(=O)c32)CCS4)c1,100,3,-9,18,-0.7,4,1,14,7

Sorted by length of the SMILES (lowest first): some entries from above
SMILES,MEKK3 PB1 HTS,CRFBP-R2 block,GalR3 antagonist,PHOSPHO1 block,CRFBP-R2 agonist,p-CIP stab down,IDE inh,M4 PAM,IDE act
Cc1cccc(/N=C/c2nc(-c3ccccc3Br)oc2O)n1,97,-23,-4,-2,-1.0,-8,-2,-2,6
CC/C(=N\Nc1ccnc2cc(Cl)ccc12)c1ccc(O)cc1,96,4,-6,10,-1.2,0,7,-2,-7
CC(C)CC(=O)Nc1c(C(=O)N2CCN(Cc3ccccc3)CC2)oc2ccccc12,100,3,-7,46,2.6,-9,1,-4,0

(list continues)
SMILES,MEKK3 PB1 HTS,CRFBP-R2 block,GalR3 antagonist,PHOSPHO1 block,CRFBP-R2 agonist,p-CIP stab down,IDE inh,M4 PAM,IDE act
COc1ccc(-c2noc3c2-c2nc(C(C)C)sc2CC3)cc1,103,-3,7,.,1.0,.,11,0,4
CCOC(=O)C1CCN(C(c2cccnc2)c2c(NC(=O)c3ccco3)sc(C)c2C)CC1 (configuration not stated),.,-36,-7,21,0.8,-2,3,4,-5
COC(=O)c1cn[nH]c1NC(=S)Nc1ccc(C)cc1Cl,103,-1,-6,51,4.6,-12,6,8,-3
COc1cc(/C=C2/SC(=S)N(CC(=O)O)C2=O)ccc1OCC(=O)Nc1ccc(C)c(C)c1,99,.,-1,33,.,0,-1,4,-1
CCCN1CCC(NC(=O)Nc2cc(Cl)ccc2OC)CC1,108,-8,-10,42,-0.4,-7,-1,-3,8
O=C(N[C@@H]1C/C=C\C[C@@H](CC(=O)N(CCO)Cc2ccccc2)C(=O)N[C@H](Cc2ccccc2)COC1=O)OCC1c2ccccc2-c2ccccc21,.,1,-2,.,-0.3,.,-1,-6,3
CC(C)C[C@H](NC(=O)Nc1ccccc1F)C(=O)O,103,-2,-6,-3,-1.4,-7,1,4,-3
CCc1ccc2c(CN3CCC(C(=O)OC)CC3)cc(=O)oc2c1,101,2,5,18,-2.2,-6,6,-5,1
CCN1CCN(Cc2ccc(NC(=O)Nc3ccc(OC)cc3)cc2)CC1,111,-1,-5,2,-1.4,6,0,-3,6
Cc1nc(-c2cccc(NC(=O)C(C)Oc3ccccc3)c2)cs1 (configuration not stated),97,0,-2,56,0.4,-18,.,-1,1
O=C(CSc1nncs1)Nc1nccs1,.,-2,-4,.,-0.9,.,-5,7,4
COc1ccc(NC(=O)CSc2nc3ccsc3c(=O)n2CCCCCC(=O)O)cc1,102,3,3,-14,-0.3,-7,-7,3,-1
CCOC(=O)Cn1cnc2c(nnn2-c2ccc(C)cc2)c1=O,97,3,-4,11,-0.1,1,2,5,8
Cc1cc(-c2nnc(CCC(=O)N3CCN(Cc4cccnc4)CC3)o2)c(C)o1,100,6,-3,45,3.2,-20,-1,5,6
O=C(Nc1cnccn1)c1cccc(C(F)(F)F)c1,90,-12,-5,-10,-0.8,-3,0,6,2
COc1cc(NC(=O)c2ccco2)c(OC)cc1NC(=O)c1cc(OC)c(OC)c(OC)c1,99,2,0,-46,-0.7,5,6,-12,3
CC(=O)N(CC(=O)Nc1nn(-c2ccccc2)nc1C(N)=O)Cc1ccccc1,101,-8,-1,1,-1.1,-1,0,0,0
COc1ccc(NC(=O)CN2C(=O)CSc3ncccc32)cc1,101,8,.,28,3.6,5,7,6,1
S=c1[nH]nc(-c2ccccc2Br)n1Cc1ccccc1,88,5,-10,-82,-0.7,14,6,-1,3
c1cn(CCCNc2ncnc3sc4c(c23)CCC4)cn1,104,18,-4,-11,-2.8,-10,-2,-3,2
Cc1ccc(S(=O)(=O)NC(=O)Nc2ccc(C)cn2)cc1,96,-37,-9,6,1.6,-12,-3,-1,2
COC(=O)c1nn(-c2ccc(OC)cc2)c(=O)cc1O,122,16,-3,41,-2.0,-1,-1,9,2
COc1cc(SC)ccc1C(=O)N(Cc1ccccc1)c1ccccc1,104,23,1,14,-2.7,-11,5,-6,5
Cc1ccc(C(=O)NCCCNCCCN(C)C)cn1,103,9,-6,-3,0.9,-6,6,-4,3
CCC(C)(C)NC(=O)C(c1ccc(OC)cc1)N(CCOC)C(=O)CCC(=O)Nc1nccs1 (configuration not stated),102,2,-2,6,-1.6,-5,-3,10,1
Nc1nnc(SCC(=O)Nc2ccc(N3CCOCC3)cc2)s1,.,-16,-5,.,2.6,.,3,-6,-2
Cc1ccc(S(=O)(=O)N2CCN(c3ccccc3)CC2)cc1,95,12,-6,-3,-2.4,-6,1,-3,7
FC(F)(F)c1ccc(C2[C@H]3CN(Cc4cccnc4)[C@H](c4ccccc4)C34CC2(c2cccnc2)C4)cc1 (some centres not stated),98,-11,-3,4,2.5,6,4,-9,5
CN(CC(=O)Nc1cccc(F)c1)C(=O)c1cn(-c2ccccc2)nc1-c1ccccc1,98,2,-5,24,0.1,2,0,-6,-1
CCC(C)n1c(C)nc2c(c1=O)c1nc3ccccc3nc1n2CCC1=CCCCC1 (configuration not stated),102,6,-4,19,-0.2,0,-3,-15,4
O=C1CCCC(O)=C1N=Nc1ccc2c(c1)OCO2,146*,-2,-5,24,1.6,6,-1,-1,5
O=C(CN1CCN(Cc2ccc(F)cc2Cl)C1=O)NCCc1ccc(Cl)cc1,104,-5,3,3,0.4,5,0,-2,5
O=S(=O)(Nc1ccc(O)c(CN2CCCCC2)c1)c1ccccc1,89,3,-3,-1,-0.1,-14,2,2,4
Nc1nc(Nc2ccc(Cl)cc2)nc(NCCO)c1[N+](=O)[O-],94,-50,-3,28,0.0,1,-3,-3,.
CCOc1ccc(CC(=O)N/N=C(\C)c2cccnc2)cc1OCC,103,-3,-2,31,6.9,-19,.,4,6
O=C1NC(=O)/C(=C\c2ccc(Sc3ccc(Cl)cc3)o2)N1,108,-1,3,14,-0.9,4,6,2,4
Cc1ccc(NS(=O)(=O)c2ccc3c(c2)NC(=O)CO3)cc1Cl,105,-14,-8,10,-0.1,-16,-2,1,6
O=C1CCCc2c1sc1nc3n(c(=O)c21)CCCCC3,114,3,-2,10,-0.5,4,6,6,4
CC[C@]12c3[nH]c4cc(CCC(=O)N(C)C)ccc4c3CCN1C(=O)[C@@H](CC(=O)NC/C=C(\C)CCC=C(C)C)C[C@@H]2C(=O)N1CCN(C(=O)C2CC2)CC1,.,1,0,.,-3.8,.,.,-12,-1
COc1ccccc1NC(=O)CCN1C(=O)C2CC=C(Cl)CC2C1=O (configuration not stated),92,18,-1,40,-0.5,-2,0,8,5
O=C(NC1CC2CCCC(C1)N2Cc1ccccc1)c1cccc(F)c1 (configuration not stated),108,23,-3,24,-1.9,-1,-3,-5,4
CC1CCN(C(=S)NC2CC3CCC2C3)CC1 (configuration not stated),99,18,-9,-7,-1.8,9,-2,1,0
COc1cc(-c2nc3cc(C)ccn3c2NC2CCCCC2)ccc1-c1ccc(C(C)=O)cc1,.,13,-4,.,3.4,.,2,-2,1
Cc1cc(NC(=O)CCC(=O)N(CC(=O)NC2CCCC2)Cc2ccccc2Cl)no1,102,-18,1,18,-0.1,-7,2,-4,1
Fc1cccc(CN2CCN(c3nc4nonc4nc3NC3CC3)CC2)c1,81,-5,-4,56,1.5,-7,2,-7,-1
CCOCCCNC(=O)CCn1ccc2cc(S(=O)(=O)N3CCCC3)ccc21,102,-1,2,27,2.4,6,-2,-3,3
O/N=C1\CCCc2ccc(Cl)cc21,97,6,-1,-5,-1.1,-3,-4,0,-4
Cc1cccc(C)c1NC(=O)CN1C(=O)CCSc2ccc(S(=O)(=O)N3CCCC3)cc21,102,-2,3,23,0.1,-7,6,3,0
